# Assay outcomes from PubChem BioAssay.
# PfG6PD inh: PfG6PD enzyme inhibitors, primary screen, biochemical, fluorescence intensity, uHTS; glucose-6-phosphate dehydrogenase-6-phosphogluconolactonase (Plasmodium falciparum 3D7); PfGluPho enzyme, NADPH resazurin-diaphorase fluorescence; inhibition, % at 20 µM; hit rate 0.78% among 350,000; AID 504690, 2011;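 active means inhibition reaching at least a set limit at 20 µM in the primary screen, cut at about 59% in these data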;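 further: 0% = DMSO wells with substrate and 100% = DMSO wells lacking glucose-6-phosphate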
# Apaf-1 inh: inhibitors of human Apaf-1 apoptosome, primary screen, biochemical, DEVD-Rh110 fluorescence, uHTS. Apoptotic protease-activating factor 1 (Homo sapiens), O14727. reconstituted apoptosome caspase-3 activity. inhibition, % at 20 µM. hit rate 0.71% among 330,000. AID 489030, 2010; active means inhibition of at least 40% at 20 µM;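 further: plate controls were DMSO wells for no effect and DEVD-CHO caspase inhibitor wells for full effect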
#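 Material: reconstituted apoptosome with Apaf-1, cytochrome c, caspase-9, procaspase-3, dATP; medium: pH 7.5 Hepes buffer with CHAPS, BSA, DTT; also added: cytochrome c and DEVD-Rh110 substrate; timing: 30 min plus 50 min, RT; signal: Rh110 fluorescence intensity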
# SENP6 block: SENP6 protease inhibitors, primary screen, biochemical, luminescence, uHTS; hit rate 1.8% among 330,000; Sentrin-specific protease 6 (Homo sapiens), Q9GZR1; Recombinant SENP6 catalytic domain, aminoluciferin luminescence; inhibition, % at 10 µM; AID 2599, 2010;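 active means inhibition above about 50% at the single tested dose, limit read from the data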;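 further: plate controls were DMSO wells with enzyme for no effect and DMSO wells lacking enzyme for full effect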
# SENP8 block-1: SENP8 protease inhibitors, primary screen, biochemical, luminescence | AID 2540, 2010 | Sentrin-specific protease 8 (Homo sapiens), Q96LD8 | hit rate 1.2% among 330,000 | inhibition, % at 10 µM | purified SENP8, Z-RLRGG-aminoluciferin cleavage; in the data active means inhibition above about 50%
# Target sequence (Q96LD8 whole entry, looked up): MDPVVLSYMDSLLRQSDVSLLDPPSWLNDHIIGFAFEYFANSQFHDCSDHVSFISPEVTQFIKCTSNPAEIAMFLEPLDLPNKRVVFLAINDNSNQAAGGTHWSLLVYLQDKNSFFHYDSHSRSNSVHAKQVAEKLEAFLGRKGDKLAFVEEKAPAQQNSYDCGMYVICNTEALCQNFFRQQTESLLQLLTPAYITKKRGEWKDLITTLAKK
# HKDC1 inh: HKDC1 hexokinase inhibitors, primary screen, biochemical, fluorescence, uHTS | hit rate 0.16% among 340,000 | recombinant HKDC1, G6PDH/diaphorase resazurin coupled fluorescence | AID 493160, 2011 | inhibition, % at 20 µM;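 active means inhibition above about 35% when tested at 20 µM, limit read from the data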;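 further: plate controls were DMSO wells with enzyme for no effect and DMSO wells lacking enzyme for full effect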
# Target sequence (Q2TB90 whole entry, looked up): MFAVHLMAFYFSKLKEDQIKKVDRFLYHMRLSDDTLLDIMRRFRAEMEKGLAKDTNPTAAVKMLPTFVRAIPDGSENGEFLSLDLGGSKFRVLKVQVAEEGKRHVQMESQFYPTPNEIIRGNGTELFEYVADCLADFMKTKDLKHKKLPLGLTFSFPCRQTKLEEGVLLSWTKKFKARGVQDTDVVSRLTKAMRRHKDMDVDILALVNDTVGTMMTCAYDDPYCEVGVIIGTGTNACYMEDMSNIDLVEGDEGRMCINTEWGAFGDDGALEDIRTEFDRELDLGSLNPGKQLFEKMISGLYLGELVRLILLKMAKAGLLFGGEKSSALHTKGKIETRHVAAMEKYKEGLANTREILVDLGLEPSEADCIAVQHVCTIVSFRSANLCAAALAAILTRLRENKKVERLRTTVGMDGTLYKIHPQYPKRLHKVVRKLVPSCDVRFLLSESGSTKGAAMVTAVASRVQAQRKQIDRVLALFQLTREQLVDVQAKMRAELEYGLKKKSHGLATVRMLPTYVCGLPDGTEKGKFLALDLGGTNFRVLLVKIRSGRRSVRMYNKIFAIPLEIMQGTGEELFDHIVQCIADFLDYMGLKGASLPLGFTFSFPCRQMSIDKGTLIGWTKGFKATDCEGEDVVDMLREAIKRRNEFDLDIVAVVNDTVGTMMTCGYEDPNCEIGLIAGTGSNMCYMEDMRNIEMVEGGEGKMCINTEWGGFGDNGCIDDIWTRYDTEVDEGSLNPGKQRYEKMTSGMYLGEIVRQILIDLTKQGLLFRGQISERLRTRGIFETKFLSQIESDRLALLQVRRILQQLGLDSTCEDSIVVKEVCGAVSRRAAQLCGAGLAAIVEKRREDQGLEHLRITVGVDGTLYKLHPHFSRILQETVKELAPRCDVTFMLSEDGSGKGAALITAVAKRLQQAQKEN
#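 Assay system: recombinant HKDC1 hexokinase; detection: coupled resazurin fluorescence, excitation 525 nm, emission 613 nm; benchmarks: DMSO-plus-enzyme-mix negative control, buffer-substituted positive control; compound dosing: single 20 µM dose; schedule: 90 min at room temperature in dark; also added: glucose plus 1 mM ATP as hexokinase substrates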
# SENP7 inh: SENP7 protease inhibitors, primary screen, biochemical, luminescence, uHTS; Sentrin-specific protease 7 (Homo sapiens), Q9BQF6; recombinant SENP7, Z-RLRGG-aminoluciferin luminescence, 40 min; inhibition, % at 5 µM; hit rate 1.5% among 330,000; AID 434973, 2010;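 active means inhibition above about 50% at the single test dose, limit read from the data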;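 further: plate controls were DMSO with enzyme for no effect and no enzyme buffer wells for full effect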
# SENP8 block-2: human SENP8 protease inhibitors, primary screen, biochemical, fluorescence, Nedd8 protein substrate, uHTS. Sentrin-specific protease 8 (Homo sapiens), Q96LD8. recombinant SENP8. inhibition, % at 20 µM. hit rate 0.64% among 360,000. AID 602440, 2012; in the data active means inhibition mostly above about 40%, no sharp cut-off; inactive means mostly below about 27%
# SENP1 FRET inh: human SENP1 catalytic domain inhibitors, primary screen, biochemical, FRET, uHTS; recombinant SENP1 catalytic domain, CyPet-SUMO1-YPet FRET cleavage; inhibition, % at 10 µM; hit rate 0.21% among 360,000; AID 624204, 2012;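 active means inhibition at least 30% at 10 µM, raw YFP signal under a set limit, fluorescence ratio 0.5 to 1.5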;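 further: 0% = enzyme with DMSO and 100% = no enzyme wells; some results filed as inactive read as strong as hits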
#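 Material: hSENP1 catalytic domain, recombinant; medium: Tris pH 8 with BME, BSA, NP40 and catalase; compound: single concentration of 10 µM compound, 0.5% DMSO final; technique: FRET read of cyan and yellow fluorescence; timing: 50 min enzyme reaction, room temperature, light-protected; reagent: SFCypet-SUMO1-SFYpet substrate at 25 nM; control set: no-enzyme low, enzyme-DMSO high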
# Starred values were filed as active, the others as inactive; i = inactive; . = no result given.
SMILES,PfG6PD inh,Apaf-1 inh,SENP6 block,SENP8 block-1,HKDC1 inh,SENP7 inh,SENP8 block-2,SENP1 FRET inh
CCOC(=O)c1ccc(-n2c(=S)sc3c(=O)[nH]c(C)nc32)cc1,66*,-3,-5,3,-12,5,10,1
CCCc1cc(=O)[nH]c(SCC(=O)N2CCN(S(=O)(=O)c3ccc(Cl)cc3)CC2)n1,-29,17,-6,4,1,9,23,-2
O=C(Nc1cccc(-c2nnc(-c3ccccc3)o2)c1)C1CC1,12,5,-4,-6,-8,0,-6,0
COc1cc(CCC(=O)OCC(=O)Nc2ccc(F)c(F)c2F)cc(OC)c1OC,0,7,-8,-7,-3,-4,9,0
CCc1ccc(OC(C)C(=O)Nc2ccc(S(=O)(=O)Nc3cc(C)on3)cc2)cc1 (configuration not stated),-21,3,-3,6,-4,3,5,2
N#C/C(=C/c1ccc(N2CCCCCC2)o1)c1ccc(Cl)cc1,57,6,2,2,1,-5,-158,-6
Cc1cccnc1NC(=O)C1COc2ccccc2O1 (configuration not stated),-6,-12,2,-1,-10,4,4,2
N#Cc1cc[n+](CC(=O)c2ccc(NC(=O)c3ccccc3)cc2)cc1,5,8,23,-4,18,11,-76,-41
CCCCCCCCCCCCCCCCCCNc1ccn(C2OC(COP(=O)(O)OCC3OC(n4cc(F)c(=O)[nH]c4=O)CC3O)C(O)C2O)c(=O)n1 (configuration not stated),-25,.,.,.,-8,.,9,0
C=CCSC1=N/C(=C\c2cc(OC)c3c(c2)OCO3)C(=O)S1,1,0,5,11,6,-2,-39,8
CCCCCCCC(=O)OCC(=O)[C@@]1(O)CC[C@H]2[C@@H]3CCC4=CC(=O)CC[C@]4(C)[C@H]3[C@@H](O)C[C@@]21C,21,18,-1,1,1,5,3,2
Cc1cccc(OCCCn2c(=O)oc3ccc(C)cc32)c1,20,5,6,-4,8,11,11,2
CCNC(=O)/C(=C/c1ccc2c(c1)OCO2)NC(=O)c1ccc(Br)cc1,-23,10,-19,-5,-3,-10,10,-45
COC(=O)C1=C(CSc2nc3ccccc3o2)NC(=O)NC1c1cc(C)ccc1C (configuration not stated),-28,24,-15,-5,5,3,32,1
CCOc1ccc(NC(=O)[C@@H](NC(=O)OCc2ccccc2)[C@@H](C)CC)cc1,-16,4,4,5,-9,5,7,1
CCC(C)C(NC(=O)OC(C)(C)C)C(=O)NC(C)C(N)=O (configuration not stated),5,-18,5,11,-4,-2,-5,0
Cc1ccc2nc3n(c2c1)CCCN3,-1,3,-6,7,0,5,25,0
O=C(Nc1nc(-c2ccc(Cl)s2)cs1)c1ccccc1,19,12,2,-16,2,-10,-31,-2
CCN(C[C@H]1N[C@@](CC)(C(=O)OC)[C@H]2C(=O)N(C)C(=O)[C@@H]12)C(=O)Nc1ccccc1,15,-15,8,-9,-8,-3,17,1
COc1ccc2c(c1)OC[C@H]1[C@H]2N2C(=O)c3cc(Cl)ccc3NC(=O)[C@@]2(C)[C@H]1c1ccccc1,5,19,-14,4,-1,-2,-5,-2
CCN(CC)CCN1C(=O)c2ccccc2NC1c1ccc(Br)cc1 (configuration not stated),-15,-5,11,3,15,-3,-390,-8
COc1ccc(/C=C/C(=O)OCC(=O)NC2CCCC2)cc1,4,-5,-21,-7,-4,-14,-1,0
CN(C)CCNc1nc2sc3c(c2c(=O)n1Cc1ccccc1)CCCCC3,21,24,-3,-6,-3,-10,14,0
NS(=O)(=O)c1ccc2nc(NC(=O)Nc3ccc(F)cc3)sc2c1,6,14,-11,-15,3,-11,-6,-6

# Grouped by structure: the entries above containing fluorine
SMILES,PfG6PD inh,Apaf-1 inh,SENP6 block,SENP8 block-1,HKDC1 inh,SENP7 inh,SENP8 block-2,SENP1 FRET inh
COc1cc(CCC(=O)OCC(=O)Nc2ccc(F)c(F)c2F)cc(OC)c1OC,0,7,-8,-7,-3,-4,9,0
CCCCCCCCCCCCCCCCCCNc1ccn(C2OC(COP(=O)(O)OCC3OC(n4cc(F)c(=O)[nH]c4=O)CC3O)C(O)C2O)c(=O)n1 (configuration not stated),-25,.,.,.,-8,.,9,0
NS(=O)(=O)c1ccc2nc(NC(=O)Nc3ccc(F)cc3)sc2c1,6,14,-11,-15,3,-11,-6,-6

# (continued)
SMILES,PfG6PD inh,Apaf-1 inh,SENP6 block,SENP8 block-1,HKDC1 inh,SENP7 inh,SENP8 block-2,SENP1 FRET inh
CC(C(=O)N1c2ccccc2CC1C)N1CCN(S(=O)(=O)c2ccccc2F)CC1 (configuration not stated),1,18,-16,-17,-6,-8,14,-1
COc1ccc(CC(NC(C)=O)C(=O)NC2CCN(C(=O)NCc3ccccc3)CC2)cc1 (configuration not stated),-9,-10,-9,-1,4,6,12,3
O=C(NCc1ccccc1)c1ccc2c(=O)n3c(nc2c1)CCCCC3,3,3,-8,-1,-5,1,14,1
Cn1cnnc1SCc1ccc(C(=O)N/N=C/c2cccs2)cc1,-5,-8,-10,-1,-10,6,-5,1
Cc1ccc(CNC(=O)CCCc2cn(C)c3ccccc23)cc1,8,4,-14,0,-2,-2,20,0
COc1cc2c(C(=O)N3CCN(c4ccccc4F)CC3)cn(C)c(=O)c2cc1OC,32,-16,14,-5,-4,-4,3,0
Cn1cccc1C(=O)OCc1ccc(F)cc1,-6,4,34,7,0,6,9,1
CC(C)c1nc(SCC(=O)Nc2c[nH]c(=O)[nH]c2=O)c2cnn(-c3ccccc3)c2n1,-29,-9,13,-4,13,-7,-15,-3
COc1ccc2c(COC(=O)c3ccc(C)c(S(=O)(=O)N4CCOCC4)c3)cc(=O)oc2c1,-9,.,.,.,4,.,i,-37
O=C(Nc1cc(Cl)cc(Cl)c1)C1C2C=CC3(O2)C1C(=O)N(CCCN1CCOCC1)C3C(=O)NC1CCCCC1 (configuration not stated),-1,8,-19,-7,-5,2,6,0
Cc1cs/c(=N/C(=S)Nc2ccccc2)n1C,1,-10,14,-7,7,-19,10,2
CCOCCCn1c(=S)[nH]c2cc(C(=O)NCCOC)ccc2c1=O,-4,-8,-8,-1,-12,-7,9,1
O=C(CCN1CCN(Cc2ccccc2)CC1)Nc1cccc(Cl)c1,-5,7,-20,-7,1,-7,10,0
O=C(O)c1cccc(NC(=O)C2C3C=CC(C3)C2C(=O)O)c1 (configuration not stated),-20,10,-20,-5,-11,-12,2,0
O=C(O)CNC(=S)N(Cc1cccs1)C1CCCCC1,-10,-2,8,-4,-8,-2,17,1
CCn1cc(C(=O)NC2CC(C)(C)Cc3c2cnn3-c2cccc(F)c2)cn1 (configuration not stated),-14,9,-2,-1,-8,2,12,2
Cc1ccc(CC(=O)NNC(=O)c2ccncc2)cc1C,58,0,-10,1,-6,2,5,0
C[C@@H]1O[C@@H](OC2C(O)C(OCCc3ccc(O)c(O)c3)OC(CO)C2OC(=O)/C=C/c2ccc(O)c(O)c2)[C@H](O)[C@H](O)[C@H]1O (some centres not stated),.,-3,0,-4,.,-3,.,.
CCN(CC(=O)Nc1cc(Cl)ccc1C)C(=O)CCc1nc2ccccc2c(=O)[nH]1,-1,-1,-5,-8,-2,-3,5,-2
C=CCN1CCc2c(cc(O)c(O)c2Br)[C@@H](c2ccccc2)C1,10,2,2,1,1,10,13,1
Oc1ccccc1CN1CCCN(Cc2ccccc2O)C1,-5,3,11,3,-3,9,10,2
O=C(COC(=O)CN1C(=O)C2CCCCC2C1=O)Nc1cc(S(=O)(=O)N2CCOCC2)ccc1Cl (configuration not stated),-10,-10,15,8,-6,3,24,0
CC(=O)Nc1sc(/C(C#N)=C\c2cccc(Cl)c2)nc1-c1ccc(C)cc1,12,.,.,.,-7,.,-222,-27
C/C(=N\NC(=O)c1cccc(S(=O)(=O)N2CCCC2)c1)c1cccs1,0,-2,3,-5,-4,0,12,0

# The list goes on, starting with the last 4 of the part before.
SMILES,PfG6PD inh,Apaf-1 inh,SENP6 block,SENP8 block-1,HKDC1 inh,SENP7 inh,SENP8 block-2,SENP1 FRET inh
Oc1ccccc1CN1CCCN(Cc2ccccc2O)C1,-5,3,11,3,-3,9,10,2
O=C(COC(=O)CN1C(=O)C2CCCCC2C1=O)Nc1cc(S(=O)(=O)N2CCOCC2)ccc1Cl (configuration not stated),-10,-10,15,8,-6,3,24,0
CC(=O)Nc1sc(/C(C#N)=C\c2cccc(Cl)c2)nc1-c1ccc(C)cc1,12,.,.,.,-7,.,-222,-27
C/C(=N\NC(=O)c1cccc(S(=O)(=O)N2CCCC2)c1)c1cccs1,0,-2,3,-5,-4,0,12,0
O=C(CCc1ccccc1)Nc1ccnn1C1CCN(Cc2ncc[nH]2)CC1,-16,-4,-4,-16,1,10,-6,-2
C=CCn1c(SCC(=O)Nc2ccc(N3CCOCC3)cc2)nc2ccccc2c1=O,12,-3,2,3,-2,-2,7,1
Cc1cccc(N2C(=O)CC(N3CCN(Cc4ccc5c(c4)OCO5)CC3)C2=O)c1 (configuration not stated),3,-1,-22,-4,-3,-1,5,1
c1ccc(CNc2nc(-c3cccnc3)nc3ccccc23)cc1,13,10,-26,0,0,3,-44,2
CN1CCN(c2ccc(NC(=O)c3cc([N+](=O)[O-])ccc3N3CCOCC3)cc2)CC1,-4,11,-9,6,-11,1,10,0
COC(=O)C1(C)NC(=O)c2ccccc2N1 (configuration not stated),6,-5,-1,-3,-4,-4,-430,4
CCc1ccc(-c2nn(-c3cc(Cl)ccc3[N+](=O)[O-])c(=O)c3ccccc23)cc1,6,.,.,.,-4,.,2,2
CN(C)C(=O)c1nnc(Cc2ccc(Cl)cc2)o1,-2,-3,-1,2,-6,2,5,2
O=C(Nc1ccc(-c2nnn(CC(=O)N3CCN(C(=O)c4ccco4)CC3)n2)cc1)c1ccc(F)cc1,-18,7,8,-3,-1,5,3,1
Cc1cc(Oc2ccccc2)nc(N)n1,12,-9,-6,-7,-12,-2,-2,1
Cc1cc(C)cc(NC(=S)N2CCC(N(C)CC3CCCO3)CC2)c1 (configuration not stated),-7,-4,18,2,0,-5,9,1
Nc1nc(CSCCO)nc(Nc2ccccc2)n1,-9,9,-20,-10,-3,-11,34,0
CCOC(=O)c1c(NC(=O)CSc2cn(CC)c3ccccc23)sc2c1CCC2,11,7,-19,3,0,-8,-4,0
COc1ccc2oc(=O)c(C(=O)Oc3ccc(NC(C)=O)cc3)cc2c1,-7,5,-2,-4,-3,-8,-267,-12
CC1CCCN(C(=O)CCS(=O)(=O)c2cc3c(cc2Cl)NC(=O)CO3)C1 (configuration not stated),-22,-5,2,8,-1,10,13,3
CS(=O)(=O)c1cccc(C(=O)Nc2ccc(-c3nc4ccccc4[nH]3)cc2)c1,9,7,1,-5,-7,10,-334,2
CC1CC(C)(C)CC2(C1)NC(=O)N(CC(=O)NCc1ccccc1F)C2=O (configuration not stated),3,-1,-4,-4,-2,-2,-8,-15
Cc1cccc(N2NC(=O)/C(=C/c3ccc(-c4ccc(Cl)c(C(=O)O)c4)o3)C2=O)c1,-1,.,.,.,5,.,-39,-25
